Source: PubChem
CHOP UPR activ = activators of apoptotic arm of unfolded protein response (CHOP). CHO-CHOP luciferase reporter, UPR activation, luminescence; percent of tunicamycin response over DMSO baseline. activation, % at 10 µM. 330,000 compounds, 0.34% hits. AID 449763;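 active = at 10 µM dose, activation of 40% or more, normalized to positive control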;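 note: 100% = tunicamycin at 10 µg/mL and 0% = DMSO alone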
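System: CHO-CHOP luciferase reporter cell line; amount: 500 cells/well; buffer or medium: F12 medium containing 10% fetal bovine serum; incubation: 6 h compound exposure at 37 °C after overnight seeding; measured by: luciferase luminescence after 10 min with Steady-Glo reagent; evaluation: % reporter activation, DMSO baseline versus tunicamycin full activation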
APJ ag = agonists of human APJ apelin receptor. P35414. CHO-K1 APJ PathHunter beta-arrestin, luminescence; 0% DMSO wells, 100% apelin. activation, % at 20 µM. 330,000 compounds, 0.11% hits. AID 2520;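 active = activation more than six SD over the plate average, tested at 20 µM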;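 note: 0% = DMSO alone and 100% = apelin-13 at 10 nM; some results filed as inactive read as strong as hits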
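Assay system: engineered CHO-K1 APJ arrestin reporter cells; Amount: 1000 CHO-K1 reporter cells seeded per well; Dosing: one dose, 20 µM compound, 1% DMSO; Times: compound stimulation 90 min at 25 °C, detection 60 min; Measured by: luminescent beta-gal fragment complementation, chemiluminescent substrate; Read-out: APJ–arrestin association signal; Controls: DMSO vs Apelin-13 10 nM.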
CCR6 antagonist = CCR6 (human) receptor antagonism | P51684 | CHO-K1 CCR6 PathHunter beta-arrestin, luminescence, CCL20-stimulated | inhibition, % at 20 µM | 340,000 compounds, 0.49% hits;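 active = compounds whose inhibition of the agonist-driven luminescence signal at 20 µM reaches about 50%, limit read from the data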;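 note: cells stimulated with CCL20 at 14 nM final; plate controls were DMSO with CCL20 for no effect and DMSO without agonist for full effect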
Target sequence (P51684 whole entry, looked up): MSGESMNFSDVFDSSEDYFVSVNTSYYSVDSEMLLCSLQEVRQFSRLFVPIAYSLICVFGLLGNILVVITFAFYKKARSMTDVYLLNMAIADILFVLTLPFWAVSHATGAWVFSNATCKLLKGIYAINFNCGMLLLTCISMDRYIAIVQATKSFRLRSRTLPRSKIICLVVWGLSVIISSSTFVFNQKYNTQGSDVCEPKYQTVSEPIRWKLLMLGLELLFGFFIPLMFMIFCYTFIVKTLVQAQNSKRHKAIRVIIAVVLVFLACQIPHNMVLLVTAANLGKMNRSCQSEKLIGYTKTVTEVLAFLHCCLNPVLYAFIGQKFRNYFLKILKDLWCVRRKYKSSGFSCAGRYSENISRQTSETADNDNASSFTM
UPR XBP1 act = activators of adaptive arm of unfolded protein response (XBP1); CHO-XBP1 luciferase reporter, IRE1-XBP1 UPR activation, luminescence; percent of tunicamycin response, DMSO as zero; 330,000 compounds, 0.33% hits; activation, % at 20 µM; AID 463104;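 active = versus positive control, 20 µM dose yields 30% or more activation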;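 note: 100% = tunicamycin at 10 µg/mL and 0% = DMSO only wells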
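Material – CHO cell line with stable XBP1 luciferase reporter · Buffer or medium – F12 plus 10% FBS · Compound – single point, 20 µM final compound, 1% DMSO · Schedule – 16-18 h cell attachment at 37 °C, then 6 h compound exposure · Signal – Steady-Glo luminescence read · Benchmarks – high control tunicamycin 10 µg/mL final, low control DMSO vehicle only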
EBI2 antag = EBI2 (human) antagonism | P32249 | EBI2 beta-arrestin recruitment, luminescence, 7a,25-OHC stimulated | inhibition, % at 5 µM | 360,000 compounds, 0.81% hits | AID 651636; in the data active = inhibition above about 38%;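 note: enzyme fragment complementation signal reports receptor beta-arrestin coupling in cells; 0% = agonist plus DMSO wells and 100% = wells without agonist; some results beyond the cut were filed as inactive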
Target sequence (P32249 whole entry, looked up, the tested form may be a part): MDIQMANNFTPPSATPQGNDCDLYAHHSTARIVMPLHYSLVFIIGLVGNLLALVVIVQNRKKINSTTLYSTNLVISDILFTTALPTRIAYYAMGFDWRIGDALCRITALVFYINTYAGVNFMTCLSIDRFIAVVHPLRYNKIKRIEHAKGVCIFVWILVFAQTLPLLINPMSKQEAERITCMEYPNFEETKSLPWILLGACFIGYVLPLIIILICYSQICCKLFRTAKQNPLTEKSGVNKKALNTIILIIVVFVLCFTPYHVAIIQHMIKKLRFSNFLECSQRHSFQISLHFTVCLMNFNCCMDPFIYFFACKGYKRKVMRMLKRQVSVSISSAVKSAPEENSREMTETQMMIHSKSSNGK
Mdm2 MdmX PPI = disrupts the human Mdm2-MdmX interaction; inhibition, % at 8 µM; SaOS-2 split-luciferase Mdm2/MdmX complementation, luminescence; 330,000 compounds, 3% hits;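 active = inhibition of at least 50% at 8 µM in the primary screen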
CXCR6 block = inhibitors of human CXCR6 receptor; O00574; 360,000 compounds, 0.36% hits; inhibition, % at 20 µM; CHO-K1 PathHunter CXCR6 beta-arrestin, luminescence; in the data active = inhibition above about 34%, passing the limit was not always enough;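 note: antagonist mode with CXCL16 agonist at 10 nM final; 0% = 10 nM CXCL16 with DMSO and 100% = unstimulated wells without agonist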
Target sequence (O00574 whole entry, looked up): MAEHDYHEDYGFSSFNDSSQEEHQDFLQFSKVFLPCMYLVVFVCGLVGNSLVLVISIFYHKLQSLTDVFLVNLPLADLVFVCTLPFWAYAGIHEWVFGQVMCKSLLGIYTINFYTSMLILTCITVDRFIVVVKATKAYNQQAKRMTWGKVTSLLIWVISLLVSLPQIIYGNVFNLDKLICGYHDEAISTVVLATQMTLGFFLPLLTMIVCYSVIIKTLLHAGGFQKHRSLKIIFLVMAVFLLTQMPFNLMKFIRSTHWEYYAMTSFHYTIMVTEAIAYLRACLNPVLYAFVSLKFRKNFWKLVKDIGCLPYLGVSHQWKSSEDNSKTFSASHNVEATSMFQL
tim23-1 inh = tim23-1 yeast growth inhibition; S. cerevisiae tim23-1 growth, BacTiter-Glo luminescence, 24 h; inhibition, % at 20 µM; 330,000 compounds, 1.3% hits; AID 463212;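 active = growth inhibition of the mutant yeast at or above 50%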;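 note: temperature-sensitive mutant grown at 25 °C; plate controls were DMSO-treated mutant yeast for no effect and medium wells lacking yeast for full effect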
APJ antag = antagonists of human APJ apelin receptor. P35414. CHO-K1 APJ beta-arrestin complementation, luminescence. inhibition, % at 20 µM. 330,000 compounds, 0.32% hits;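 active = inhibition above about 40% at 20 µM, limit read from the data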;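 note: cells challenged with 10 nM apelin-13 agonist together with compound; plate controls were apelin-13 plus DMSO wells for no effect and DMSO wells lacking apelin-13 for full effect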
* hit, by the source's call; . = not tested or not shown.

SMILES	CHOP UPR activ	APJ ag	CCR6 antagonist	UPR XBP1 act	EBI2 antag	Mdm2 MdmX PPI	CXCR6 block	tim23-1 inh	APJ antag
COc1ccc(/C=C2\N=C(c3c(-c4ccccc4)noc3C)OC2=O)cc1OC	-1.4	-2	14	-5	-8	18	9	12	15
C/C(Cl)=C/Cc1c(C)[nH]c2c(ccc3ccccc32)c1=O	0.1	0	7	-3	6	21	1	21	-13
CCN(CC)CCCNC(=S)N1CCN(c2nc3ccccc3n2CC)CC1	3.5	-1	6	0	13	16	2	9	8
COc1ccc(-c2csc(NC(=O)c3ccccc3NS(=O)(=O)c3ccc(C)cc3)n2)cc1	2.0	2	7	2	-2	83*	1	26	1
CCCCCCc1c(O)c2ccccc2[nH]c1=O	1.4	5	-1	2	-4	-24	10	11	21
COc1ccc(NC(=O)CCC(=O)NCc2ccco2)c([N+](=O)[O-])c1	-1.5	1	6	-6	-11	-16	-5	9	-26
O=C1CN(S(=O)(=O)c2cc(C(=O)O)ccc2Cl)c2ccccc2N1	1.8	1	0	4	3	-15	-6	4	14
CN(c1ccccc1)S(=O)(=O)c1cccc(NC(=O)C2CC(=O)N(Cc3ccccc3)C2)c1 (configuration not stated)	-0.7	1	15	-3	4	-6	-2	22	-11
CCOC(=O)c1[nH]cc(-c2ccccc2)c1N1CCOCC1	-0.1	-3	2	3	4	10	2	27	9
Cc1ccc(C)c(N/C=C(\C#N)c2nc3ccccc3o2)c1	4.2	1	3	3	-5	9	-8	12	3
COc1ccc(NC(=O)CN(C)C(=O)c2cccc(S(=O)(=O)Nc3ccc(F)cc3)c2)cc1	-0.9	-4	-1	1	-8	-6	2	4	-59
c1ccc(N2CCN(c3nc4ccccc4[nH]3)CC2)nc1	4.0	-3	12	-1	-5	-68	-6	-3	-1
COc1ccc(CC(=O)NNC(=O)CSc2nnc(Cc3ccc(OC)cc3)n2-c2ccccc2)cc1	-1.2	-4	5	-1	0	-15	3	7	7
CC(C)c1nc(Cl)c(C#N)c2c1COC(C)(C)C2	2.3	-2	10	6	-13	-12	2	-4	8
COc1ccc(-c2cc(C(=O)Nc3cccc(C(C)=O)c3)no2)cc1	-0.7	1	-12	0	4	-7	-6	-2	-6
CC1(C)CNC(=O)CC(C)(C)N1O	-2.0	0	0	-1	-3	-7	-4	6	6
Cc1cc(C)cc(NC(=O)CSc2nc(CSc3ccc(Cl)cc3)cc(=O)[nH]2)c1	1.2	-3	6	-1	-5	0	7	6	-20
O=C(COC(=O)c1ccc(NC(=O)C2CC=CCC2C(=O)O)cc1)c1ccccc1 (configuration not stated)	2.2	0	1	-1	-2	-33	-12	4	-18
COc1cccc(NC(=O)CN(C)C(=O)CCc2nc3sc4c(c3c(=O)[nH]2)CCCC4)c1	-1.3	-3	4	-4	4	4	0	-3	20
Cc1ccc2c(c1)CCCN2S(=O)(=O)c1cccc(C(=O)Nc2ccccc2C(=O)O)c1	-0.6	6	.	-2	-6	54*	-1	18	-9
C#CCNC(=O)C1=C[C@H](C)C[C@H](OCc2ccc(CO)cc2)O1	0.8	-2	-6	2	4	12	3	6	7
O=S(=O)(NCCSc1ccccc1)c1ccc2c(c1)OCCO2	-0.9	4	11	-2	-11	27	-18	36	-13
COc1ccc(-c2noc(CN3CCC(Cc4ccccc4)CC3)n2)cc1	1.9	-5	-13	-2	-8	-11	0	16	6
CC(C)(C)NC(=O)CSc1nc2ccc(Nc3nc(N4CCOCC4)nc(N4CCOCC4)n3)cc2s1	-1.4	1	7	5	35	30	-3	21	-22
COCCN(C(=O)c1snc(C(N)=O)c1N)C(C(=O)NC1CCCCC1)c1ccc(OC)c(OC)c1 (configuration not stated)	3.5	-2	5	-8	-9	-20	1	4	-13
O=C(Oc1ccc(/C=N/NC(=O)c2ccccc2O)cc1)c1ccccc1	4.3	-2	-7	6	-69	3	7	-32	11
Cc1ccccc1NC(=O)CSc1nc2ncc(Cl)cc2[nH]1	-1.1	-3	3	-4	6	-20	-14	18	2
O=C(C1CCCN1S(=O)(=O)c1cccc2cccnc12)N1CCc2ccccc21 (configuration not stated)	2.8	-4	7	1	-3	13	3	6	3
C=C(C)CSc1nc2c(c(=O)[nH]c(=O)n2C)n1Cc1ccccc1	0.4	-3	16	3	7	-4	9	-4	13
CNC(=O)CN1C(=O)NC(c2ccccc2)(c2ccccc2)C1=O	1.9	0	14	6	2	18	1	3	-2
CC1CN=C(NC2CCCCC2C)S1 (configuration not stated)	0.8	-2	-1	-5	-7	11	5	8	11
NS(=O)(=O)c1ccc(-c2ccc(/C=N/NC(=O)c3ccccc3O)o2)cc1	-1.2	-7	18	0	5	-15	-9	-7	4
CC(=O)c1cccc(N(C(=O)CNC(=O)c2ccco2)C(C(=O)NC2CCCC2)c2ccco2)c1 (configuration not stated)	-0.2	0	-9	-4	6	10	7	-1	-20
O=C(CC1S/C(=N/N=C/C=C/c2ccccc2)NC1=O)Nc1ccc(C(=O)O)cc1 (configuration not stated)	-1.6	-2	21	-2	-1	13	8	-23	-11
C/C(=N/NC(=O)CN1CCN(S(=O)(=O)c2ccc(Br)cc2)CC1)c1ccncc1	0.2	-4	6	-1	7	9	-3	5	-7
c1ccc(-c2csc3ncnc(-n4cnc5ccccc54)c23)cc1	-1.6	-6	-3	-1	3	-4	2	36	10
CCOc1ccc(/C=C(/NC(=O)c2ccc(Cl)cc2)C(=O)O)cc1OCC	-0.8	-2	-1	-3	-6	22	-12	13	10
Cc1[nH]c2c(Br)cccc2c1[C@H]1[C@@H](CC#N)C1(C)C	-0.2	1	-1	4	14	22	5	51*	2
COc1ccc([N+](=O)[O-])cc1NC(=O)COC(=O)Cn1cnc2ccccc2c1=O	1.7	-2	7	3	8	-18	6	-1	6
COc1ccc(CC(=O)N2CCN(S(=O)(=O)c3cc(Cl)ccc3Cl)CC2)cc1	-1.1	-2	20	0	9	4	8	34	-7
CC(C)(C)C(=O)C[n+]1ccc(C(N)=O)cc1	1.9	-1	-5	0	-6	2	7	5	-2
CCCCc1cc(=O)oc2cc(OCC(=O)NCc3ccccn3)ccc12	1.2	-5	20	-4	-2	35	7	23	23
CN(C)S(=O)(=O)c1ccc(NC(=O)N2CCN(c3ccccc3)CC2)cc1	-2.3	1	-11	-3	3	12	-4	1	-1
C=CCOc1ccc(CNc2nccs2)cc1OC	1.3	-3	17	-3	-5	-7	-1	2	9
NC(=O)c1ccc(NC(=O)c2cncn2-c2ccccc2)cc1	-0.5	-3	0	-1	-6	6	-4	9	4
Cc1ccc(S(=O)(=O)NNC(=O)c2cccc(O)c2)cc1	-3.3	0	-1	0	-6	14	0	5	-1
COc1ccc(CNS(=O)(=O)c2ccc3c(c2)N(C(C)=O)CCO3)cc1	-1.2	-3	4	-4	-7	2	6	10	-6
O=C(O)CCc1ccc(-c2cccs2)n1NC(=O)c1ccco1	1.1	2	-6	-3	-1	1	-1	12	10
C/C(=C\C(=O)c1ccc(Cl)cc1Cl)N(C)C	0.8	-3	12	1	7	11	-2	26	12
COc1ccc(C(=O)NCCc2cc3ccc(C)c(C)c3[nH]c2=O)cc1OC	-2.0	-9	13	2	4	7	-3	9	8
COc1ccccc1C(=O)C(O)c1ccccc1OC (configuration not stated)	0.2	-4	-15	-1	6	3	-10	-1	4
O=C(Nc1ccccc1)/C(=C/c1ccccc1)c1ccccc1	2.3	-2	14	0	5	8	0	37	2
N#Cc1cc([N+](=O)[O-])cnc1Nc1ccccc1	0.8	-1	13	-1	-14	7	2	13	12
CN(Cc1nccs1)C(=O)C1CCC(=O)N(CCCc2ccccc2)C1 (configuration not stated)	0.6	2	2	-1	-6	20	6	16	10
COC(=O)c1sc(NC(=O)COc2cccnc2[N+](=O)[O-])c(C(=O)OC)c1C	-2.4	-2	-5	-2	9	40	7	-1	4
CC(=O)Nc1ccc(S(=O)(=O)NC2Cc3ccccc3C2)cc1	1.6	-2	7	1	-1	-13	-1	15	15
O=C(NCc1ccc(F)cc1)N1CCN(S(=O)(=O)c2ccccc2F)CC1	0.9	-2	-9	1	13	-22	-4	12	-5
COc1ccc(Br)cc1C(=O)NC(=S)Nc1ccc(CN2CCOCC2)cc1	0.1	-3	23	2	4	40	10	51*	23
CC1(C)[C@@H](O)CC[C@]2(C)[C@H]3C(=O)C=C4[C@@H]5C[C@@](C)(C(=O)O)CC[C@]5(C)CC[C@@]4(C)[C@]3(C)CC[C@@H]12	0.8	4	6	-6	-4	3	8	-3	1
CCOC(=O)N1CCN(C(=O)c2ccc(N3CCCC3=O)cc2)CC1	-2.2	-4	4	-2	-8	-6	2	13	14

Compounds listed so far with bromine (three):
SMILES	CHOP UPR activ	APJ ag	CCR6 antagonist	UPR XBP1 act	EBI2 antag	Mdm2 MdmX PPI	CXCR6 block	tim23-1 inh	APJ antag
C/C(=N/NC(=O)CN1CCN(S(=O)(=O)c2ccc(Br)cc2)CC1)c1ccncc1	0.2	-4	6	-1	7	9	-3	5	-7
Cc1[nH]c2c(Br)cccc2c1[C@H]1[C@@H](CC#N)C1(C)C	-0.2	1	-1	4	14	22	5	51*	2
COc1ccc(Br)cc1C(=O)NC(=S)Nc1ccc(CN2CCOCC2)cc1	0.1	-3	23	2	4	40	10	51*	23

(continued)
SMILES	CHOP UPR activ	APJ ag	CCR6 antagonist	UPR XBP1 act	EBI2 antag	Mdm2 MdmX PPI	CXCR6 block	tim23-1 inh	APJ antag
CC1CCCC(NC(=O)CCCn2c(=O)[nH]c3cc(Cl)ccc3c2=O)C1C (configuration not stated)	0.1	-19	1	0	8	23	6	1	4
COc1ccccc1OCC(=O)Nc1ccccc1C(=O)NCc1ccco1	-1.7	-2	-6	-3	1	12	-8	23	-2
Cc1c(C(=O)N2CCN(S(=O)(=O)c3cc(F)ccc3F)CC2)oc2ccccc12	1.4	-3	8	1	30	4	-1	41	4
NC(=O)Nc1ccc(Cl)cc1	2.1	-1	4	2	-8	-6	3	9	-19
Cn1cnnc1SCC(=O)NC1CCCCC1	-2.7	-1	5	-1	5	3	-2	5	11
Cc1ccc(C(=O)Nc2cc(C(F)(F)F)ccc2-n2cncn2)o1	-1.6	-1	-2	0	-8	17	-11	18	14
CN1C2CCC1CC(NS(=O)(=O)c1cccc(C(F)(F)F)c1)C2 (configuration not stated)	0.9	-4	-15	-7	-9	4	-2	9	6
O=C(Nc1cccc(Cl)c1)c1cc(S(=O)(=O)NCCc2ccc(Cl)cc2)ccc1F	-0.1	-1	22	-4	14	25	-7	26	7
Cc1ccc(N2CCN(/N=C/c3cccnc3)CC2)cc1	0.7	1	11	-9	-9	20	-4	6	3
Cc1noc(C)c1COC(=O)[C@@H](NC(=O)c1ccccc1Cl)C(C)C	-1.6	-2	6	-3	0	7	3	19	-1

The list is partial, so the mix of outcomes need not match the whole.
